Coupling enz: coupling enzyme interference in Giardia aldolase counter-screen; activity change, negative = inhibition, % at 58.2 µM, hits read low; 290,000 compounds, 0.67% hits; coupling enzyme system counterscreen, AmpLite Red fluorescence; in the data active = activity change below about -30%
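Activity here indicates interference with the coupling reaction, not aldolase inhibition. Compounds at 57.5 uM final met coupling enzymes for 10 min at RT; substrate and AmpLite Red detection followed, with a 525/598 nm fluorescence read after 20 min.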
uPA generation: cell surface uPA generation inhibition | cell surface uPA generation assay, qHTS | Potency, µM (titrated, usually from 38.3 µM), for inactives: top-dose activity change, negative = inhibition, most hits filed as inhibitors | 330,000 compounds, 0.31% hits | AID 540303; active = well fitted inhibition curve with a large enough effect; inconclusive = small, poorly fitted or top-dose-only effect; inactive = no such curve, though single readings can be large or run the other way; tested in mouse RAW 264.7 cells; note: potency is the fitted concentration of half-maximal effect; nearly all actives have a fitted effect of over 55% in size
Giardia killer: Giardia lamblia killing; AID 540267; 340,000 compounds, 0.15% hits; activity change, % at 7.66 µM, hits read low; Giardia lamblia trophozoite viability; in the data active = activity change below about -80%; inconclusive = between about -30% and that limit;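 note: parasites exposed to compound for two days anaerobically before the ATP read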
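Trophozoite viability was measured as ATP-dependent luminescence, read 15-30 min after reagent addition. Before that, parasites at 100 cells/well were exposed to compounds for 48 h, anaerobically, at 37 deg C.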
Eya2 inh: blocks the phosphatase activity of human Eya2; O00167; recombinant Eya2, OMFP fluorescence dephosphorylation (OMFP is methylfluorescein phosphate); 330,000 compounds, 0.006% hits; Potency, µM (series often up to 76.9 µM), inactives show top-dose activity, negative = inhibition, most hits filed as inhibitors; note: potency is the fitted concentration of half-maximal effect
Target sequence (O00167 whole entry, looked up): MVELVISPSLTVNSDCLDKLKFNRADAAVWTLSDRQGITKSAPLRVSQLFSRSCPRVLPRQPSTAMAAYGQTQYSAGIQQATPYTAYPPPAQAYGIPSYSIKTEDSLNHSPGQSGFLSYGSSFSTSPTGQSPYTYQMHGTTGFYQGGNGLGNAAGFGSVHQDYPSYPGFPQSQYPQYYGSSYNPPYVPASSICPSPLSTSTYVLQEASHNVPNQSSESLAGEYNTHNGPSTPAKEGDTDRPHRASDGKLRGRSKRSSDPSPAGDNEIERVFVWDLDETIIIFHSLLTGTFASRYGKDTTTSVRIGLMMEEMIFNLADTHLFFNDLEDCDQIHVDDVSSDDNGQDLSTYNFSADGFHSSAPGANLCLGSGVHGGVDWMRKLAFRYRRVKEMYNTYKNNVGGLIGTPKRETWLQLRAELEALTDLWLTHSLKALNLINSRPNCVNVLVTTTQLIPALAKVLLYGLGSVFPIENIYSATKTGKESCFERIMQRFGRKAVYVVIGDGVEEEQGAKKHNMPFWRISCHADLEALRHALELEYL
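Eya2 (0.2 uM) preincubated 10 min at ambient with compound, then OMFP substrate added at 50 uM; 10 min reaction in 50 mM HEPES pH 7.5, 50 mM NaCl, 5 uM MgCl2, 0.05% BSA, 1 mM DTT. Fluorescence read at Ex 485/Em 525 nm.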
hERG WT inh: inhibitors of human wildtype KCNH2 potassium channel; Q12809; U2OS, BacMam KCNH2, thallium flux FluxOr; active compounds read low; activity change, % at 1.84 µM; 340,000 compounds, 0.37% hits; AID 720551;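 active = maximum activity change below -70%; inconclusive = maximum activity change between -70% and -50%; inactive = maximum activity change above -50%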
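U2OS cells were transduced with wild-type KCNH2 virus (2.03 x 10^8 / mL) for 4 h at room temperature, then cultured overnight at 37 C. Thallium flux was read with FluxOr dye. Rate constants were normalized to DMSO controls.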
B2AR arrestin: recruits beta-arrestin to the human beta2-adrenergic receptor | Potency, µM (series often up to 46.1 µM), without a hit: at the top dose activation, hits mostly activators | AID 492947 | beta-arrestin recruitment to beta2AR, cell-based reporter | 330,000 compounds, 0.02% hits;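 note: potency is the fitted concentration of half-maximal effect; 0% = DMSO controls and full agonism = EC100 isoproterenol or metaproterenol; nearly all actives have a fitted effect of over 65% in size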
Target sequence (P07550 whole entry, looked up): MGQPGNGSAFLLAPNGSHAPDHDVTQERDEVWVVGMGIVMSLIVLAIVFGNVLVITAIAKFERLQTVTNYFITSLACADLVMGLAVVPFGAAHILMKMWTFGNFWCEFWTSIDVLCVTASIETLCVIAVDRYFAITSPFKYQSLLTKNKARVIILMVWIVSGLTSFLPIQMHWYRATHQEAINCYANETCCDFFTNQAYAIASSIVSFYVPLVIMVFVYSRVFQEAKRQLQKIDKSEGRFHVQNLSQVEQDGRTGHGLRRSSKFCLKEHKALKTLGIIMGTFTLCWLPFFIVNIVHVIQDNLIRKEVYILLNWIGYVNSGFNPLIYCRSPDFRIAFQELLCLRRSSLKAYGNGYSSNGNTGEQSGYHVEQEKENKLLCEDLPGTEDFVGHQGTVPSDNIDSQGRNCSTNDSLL
GALK inhibitor: inhibitors of human galactokinase. Potency, µM (series often up to 57.5 µM), for inactives: top-dose activity change, negative = inhibition, hits mostly inhibitors. P51570. 270,000 compounds, 0.007% hits. AID 1868. Purified GALK, Kinase-Glo residual ATP luminescence; note: potency is the fitted concentration of half-maximal effect
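Human GALK (5 nM) with 35 uM ATP and 100 uM galactose in 20 mM HEPES pH 8.0, 5 mM MgCl2, 60 mM NaCl, 1 mM DTT, 0.01% BSA. After 1 h at room temperature, leftover ATP was read by Kinase-Glo Plus luminescence.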
USP2a inh: blocks human ubiquitin-specific protease USP2a | O75604 | USP2 core, Ub-CHOP2 coupled fluorogenic reporter, 485/531 | Potency, µM (doses to about 38.3 µM), for the others: at the top dose activity change, negative = inhibition, usual class: inhibitors | 330,000 compounds, 0.01% hits;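 note: potency is the fitted concentration of half-maximal effect; plate controls were DMSO wells for no effect and full inhibition by NEM control for full effect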
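USP2 core (10nM final) preincubated 30min RT with compound in 20mM Tris-HCl pH 8.0, 2mM CaCl2, 2mM beta-mercaptoethanol, 0.05% CHAPS; 25nM Ub-CHOP2 plus 25nM reporter substrate added, fluorescence (Ex485/Em531) read after 60min.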
BCR signal inh: inhibitors of chronic active B-cell receptor signaling. ABC-DLBCL IkBa-CBG/CBR reporter, luminescence ratio, 4 h. Potency, µM (titrated, usually from 46.1 µM), without a hit: top-dose ratio change, negative = lower green/red ratio, actives largely listed as inhibitors. 340,000 compounds, 0.05% hits; active = well fitted inhibition curve with a large enough effect in the signal ratio, with a control signal flat, not every such curve was filed as active; inconclusive = small, poorly fitted or top-dose-only effect, or effect the other way, or a change in a side signal; the % refers to the signal ratio;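 note: potency is the fitted concentration of half-maximal effect; plate controls were basal doxycycline-induced cells for no effect and cells given 10 µM MG132 for full effect; MG132 reads +100%, hits lower the ratio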
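TMD8 ABC-DLBCL cells carrying doxycycline-inducible green luciferase fused to IkappaBalpha plus unfused red luciferase were exposed to compounds (up to 46 uM) for 4 hrs at 37C. Activity came from the overlap-corrected green/red luminescence ratio.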
PKM2 act: increases activity of human pyruvate kinase M2; P14618; purified PKM2, Kinase-Glo ATP luminescence, activation; response scale: 0% is enzyme alone, no compound; Potency, µM (titrated, usually from 57.5 µM), for inactives: top-dose activation, most hits filed as activators; 260,000 compounds, 0.34% hits; note: potency is the fitted concentration of half-maximal effect; nearly all actives have a fitted effect of over 55% in size
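Kinase-Glo luminescence reports ATP generated from ADP (0.1 mM) and PEP (0.5 mM) by purified hPK-M2 after 1 h at room temperature, pH 7.2 imidazole buffer; intermediate enzyme activity allows detecting inhibitors and activators.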
KCNH2 3.1 inh: inhibitors of human KCNH2 3.1 potassium channel isoform; activity change, % (tested at about 1.8 µM); 340,000 compounds, 0.95% hits; U2OS KCNH2 3.1, thallium flux FluxOr; active compounds read low;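 active = maximum activity change below -70%; inconclusive = maximum activity change from -70% to -50%; inactive = maximum activity change above -50%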;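 note: thallium influx rate constant from kinetic fluorescence after stimulation buffer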
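Thallium flux read-out: FluxOr dye with Red40 quencher in HBSS/HEPES, 45 min at RT. Rate constants from kinetic reads were normalized to positive and negative DMSO controls. Cells: U2OS virally expressing the 3.1 isoform.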
Active calls of the source: *; u = inconclusive; x = no result given; [ ] = remark or other dose. Unless noted, calls come from the whole dose curve; as a rule, active = well fitted curve in the direction sought with a large enough effect; inconclusive = small, poorly fitted or top-dose-only effect, or another doubt; inactive = no such curve, though single readings can be large; an effect the other way counts as inactive or inconclusive. Unless noted, % is set by controls: 0 for no effect and ±100 for the full control effect.

SMILES	Coupling enz	uPA generation	Giardia killer	Eya2 inh	hERG WT inh	B2AR arrestin	GALK inhibitor	USP2a inh	BCR signal inh	PKM2 act	KCNH2 3.1 inh
CC(NC(=O)c1cccs1)c1ccc2c(c1)OCO2 (stereo not given)	3	x	-10	18%	42	-0.1%	-5%	0%	-2%	6%	-3
CC1CCCC(C)N1NC(=O)Cc1ccccc1 (stereo not given)	0	-1%	-5	-8%	-9	-0.4%	5%	-6%	-5%	1%	-2
CCN(CC(=O)Nc1ccc(C(C)=O)cc1)CC(=O)Nc1ccc2c(c1)OCCO2	x	2%	10	-8%	0	0.3%	x	4%	u	x	0
C/C(=N\Nc1nnc2c3ccccc3n(C)c2n1)c1ccc(C)o1	3	-29%	-4	-2%	-5	9.2%	1%	-1%	u	-4%	-2
COc1ccc(NS(=O)(=O)c2ccc(NS(=O)(=O)c3cccs3)cc2)cc1	-2	-1%	7	12%	-4	-0.3%	-3%	0%	6%	-12%	20
CC(=O)Nc1ccc(S(=O)(=O)N(Cc2cccnc2)Cc2cc3ccccc3[nH]c2=O)cc1	-1	6%	14	-7%	-1	0.0%	-5%	4%	-6%	x	-7
CCCCN(C(=O)CSc1nnc(-c2ccc(OC)cc2)n1CC)c1c(N)n(Cc2ccccc2)c(=O)[nH]c1=O	1	7%	-4	0%	1	-1.2%	2%	5%	-10%	-4%	9
Cc1nc(Cl)c(N=Cc2cccc([N+](=O)[O-])c2)c(Cl)n1	1	-1%	7	-1%	0	0.1%	13%	2%	-15%	-1%	-19
COc1ccc(NC(=S)N2CCC(NC(=O)c3ccco3)CC2)cc1	-4	1%	-2	8%	0	0.2%	0%	0%	2%	-1%	10
CC(C)C(NC(=O)CNC(=O)OC(C)(C)C)C(=O)NCc1ccccc1 (stereo not given)	-1	6%	-6	17%	-15	-0.4%	0%	3%	4%	-3%	-1
Cc1csc(NC(=O)C2CCCN(S(=O)(=O)c3cnc[nH]3)C2)n1 (stereo not given)	0	2%	4	14%	-5	-0.3%	2%	3%	13%	-3%	-5
N#CC1=C(N)NC(=S)C(C(N)=O)C1c1ccc([N+](=O)[O-])cc1 (stereo not given)	5	7%	0	8%	-9	-0.2%	2%	0%	u	-8%	-6
CC(c1ccccc1)N1C(=O)C2C3C=CC(C4CC34)C2C1=O (stereo not given)	3	-1%	21	1%	-5	-0.3%	-2%	0%	7%	2%	20
COc1ccc(C2/C(=C(\O)c3ccc4c(c3)OCCO4)C(=O)C(=O)N2Cc2ccco2)c(OC)c1 (stereo not given)	1	1%	-8	5%	-16	-0.3%	-3%	1%	0%	-1%	4
COc1ccc(C(=O)Nc2nnc(-c3ccccc3)s2)cc1	1	2%	1	-6%	-4	0.2%	0%	1%	7%	0%	4
COc1ccc(C/C(C)=N\NC(=O)c2c[nH]c3ccccc23)cc1OC	-1	-13%	6	-27%	-18	-0.3%	0%	9%	u	3%	5
Cc1cccc(NC(=O)CSCC(=O)N2CCN(C(=O)c3ccco3)CC2)c1	x	-3%	9	-11%	9	-0.1%	x	3%	1%	x	-8
O=C(COC(=O)c1cc(S(=O)(=O)N2CCOCC2)ccc1F)Nc1cc([N+](=O)[O-])ccc1F	x	2%	-7	0%	4	-0.5%	x	3%	-3%	x	-1
CCOc1ccc(Cn2ccnc2)cc1[N+](=O)[O-]	1	-5%	-16	-2%	2	0.9%	0%	-1%	-6%	0%	-23
CC12CCC(=O)N1C(C(=O)Nc1nc(-c3ccccc3)cs1)CS2 (stereo not given)	x	-1%	3	3%	-25	-0.1%	x	0%	u	x	3
CCc1ccc2nc(Nc3ccc(OC)cc3OC)c(C#N)cc2c1	0	0%	-21	-1%	10	0.1%	1%	-2%	12%	-2%	1
C#CCOCCOCCOCCNc1nc(N2CCN(C(=O)[C@H]([C@@H](C)CC)n3cc(CCCCN)nn3)CC2)nc(N2CCN(C(=O)[C@H]([C@@H](C)CC)n3cc(CCCN=C(N)N)nn3)CC2)n1	x	-1%	0	11%	1	0.1%	x	0%	-7%	x	2
CN(C)C(=O)Nc1ccccc1CC[N+](=O)[O-]	0	2%	20	2%	-1	-0.3%	2%	1%	5%	x	-19
COCc1[nH][nH]c(=O)c1C=Nc1ccc(C(F)(F)F)cc1	1	3%	-14	9%	0	0.0%	2%	5%	-7%	10%	6
Cc1cccc(NC(=O)CSc2ccc(-c3cccnc3)nn2)c1	x	-1%	18	6%	6	0.0%	-1%	3%	-3%	u	x
CCC(=O)N1CCN(c2ccc(NC(=O)c3ccc([N+](=O)[O-])o3)cc2Cl)CC1	-11	-14%	-92*	2%	3	0.4%	1%	0%	u	-1%	-20
O=c1c2ccccc2c(C=Nc2ccc(Cl)cn2)c(O)n1-c1cc(Cl)ccc1N1CCOCC1	0	11%	-14	5%	-10	2.8%	4%	-1%	1%	3%	5
CC1SCC(NC(=O)c2ccc(Cl)cc2)CS1 (stereo not given)	1	1%	-30	0%	-1	-0.3%	6%	-2%	u	-1%	2
Nc1ccc(C(=O)N/N=C/c2cn(Cc3ccc(F)cc3)c3ccccc23)cc1	1	3%	-7	-6%	-15	0.3%	-4%	-4%	u	1%	0
O=C(c1ccccc1)c1ccc(OCC(O)CNCc2ccc(F)cc2)cc1 (stereo not given)	1	1%	11	8%	42	-0.7%	3%	3%	u	x	-29
NS(=O)(=O)c1ccc(CCNC(=O)CNC(=O)Cc2ccccc2)cc1	-4	4%	-23	-28%	3	0.5%	x	1%	5%	x	-3
COc1ccc(CN2C(=O)CSCC2=O)cc1OC	-1	-5%	2	-24%	-19	-0.1%	-5%	9%	-5%	x	10
COc1ccc(Cl)cc1C(=O)Nc1ccncc1	1	0%	1	18%	-8	-0.6%	-3%	2%	-7%	5%[11.5 µM]	-9
COC(=O)C1=C(C)Nc2ncnn2C1c1cccnc1 (stereo not given)	-21	-1%	-14	-11%	5	-2.0%	-1%	2%	-8%	-4%	5
O=S(=O)(Nc1ccccn1)c1cccc(S(=O)(=O)c2ccc(Br)cc2)c1	7	1%	-2	3%	1	-0.9%	2%	1%	-29%	3%	3
O=C(CSc1nnc(Cc2ccccc2)o1)c1cc(F)ccc1F	0	0%	0	3%	-23	-1.0%	0%	0%	1%	1%	17
O=C(N=C1SCC(=O)N1c1ccccc1Cl)c1ccccc1	3	-3%	-5	13%	-3	0.2%	13%	4%	0%	7%	-14
Cc1ccc(N2C(=O)c3ccccc3C2C(=O)c2cc(C)ccc2O)cc1 (stereo not given)	2	u	-17	-18%	3	2.6%	2%	-12%	u	3%	6
COc1cc(C(=O)NC2CCCCC2)ccc1OC1CCN(C(C)=O)CC1	3	-2%	-8	-2%	-5	-0.5%	-1%	1%	-1%	-2%	11
CCC(=O)Nc1cc(C(=O)NCC2CCCN2CC)c(OC)cc1N(C)C (stereo not given)	0	x	-12	-1%	-12	-0.4%	3%	3%	1%	4%	13
Cc1ccc(C2(C)NC(=O)N(CC(=O)Nc3cc(C)on3)C2=O)cc1 (stereo not given)	x	x	-12	-1%	-5	-0.5%	1%	-1%	-2%	-3%	-6
Cc1ccc(/C=C/C(=O)NCCc2c[nH]c3ccccc23)o1	0	-6%	16	-8%	-12	0.3%	-3%	0%	u	-2%	6
O=C(COc1ccc(Cl)cc1Cl)NCCSc1ccc(Cl)cc1	0	-4%	16	9%	1	-0.1%	2%	5%	6%	13%	-7
COc1ccc(NC(=O)OCC(C)C)cc1OC	1	x	16	14%	-40	0.0%	-2%	-1%	-7%	0%	1
CCc1ccc(-c2cc3c(=O)n(CC(=O)NCCCN4CCN(C)CC4)ncn3n2)cc1	x	-16%	-18	3%	1	0.4%	7%	2%	1%	x	-39
CCOc1ccc(S(=O)(=O)Nc2cc(C)ccn2)c2ccccc12	2	x	2	3%	1	-0.1%	0%	4%	u	2%	-11
O=C(/C=C/N1CCOCC1)c1coc2ccccc12	4	-2%	-7	8%	0	-0.3%	2%	0%	-2%	-1%	1
O=C(Nc1cccc(C(=O)O)c1)Nc1ccccc1Cl	4	-5%	-3	9%	7	-0.2%	11%	1%	u	-16%	1
CCc1c(C)sc(NC(=O)c2cc(C)on2)c1C#N	1	x	1	14%	1	-0.2%	0%	1%	13%	-4%	7
O=C(Nc1ccc([N+](=O)[O-])cc1)C(Cc1ccccc1)N1C(=O)c2cccc3cccc(c23)C1=O (stereo not given)	4	1%	-20	-9%	8	-0.1%	3%	1%	6%	-8%	-49

Source: PubChem BioAssay
